Source: PubChem BioAssay (several laboratories)
NTR1 ag – agonists of NTR1, primary screen, imaging, U2OS cells, beta-arrestin-GFP, high content (AID 493036); NTR1-U2OS beta-arrestin-GFP spot imaging, agonist mode; activation, % at 20 µM; 0.17% of 330,000 active;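 active means activation at or above 40% of the spot to cytoplasm intensity ratio, with at least 20 cells analyzed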;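 further: 0% = DMSO without peptide and 100% = 100 nM NTR1 peptide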
Target sequence (P30989 whole entry, looked up): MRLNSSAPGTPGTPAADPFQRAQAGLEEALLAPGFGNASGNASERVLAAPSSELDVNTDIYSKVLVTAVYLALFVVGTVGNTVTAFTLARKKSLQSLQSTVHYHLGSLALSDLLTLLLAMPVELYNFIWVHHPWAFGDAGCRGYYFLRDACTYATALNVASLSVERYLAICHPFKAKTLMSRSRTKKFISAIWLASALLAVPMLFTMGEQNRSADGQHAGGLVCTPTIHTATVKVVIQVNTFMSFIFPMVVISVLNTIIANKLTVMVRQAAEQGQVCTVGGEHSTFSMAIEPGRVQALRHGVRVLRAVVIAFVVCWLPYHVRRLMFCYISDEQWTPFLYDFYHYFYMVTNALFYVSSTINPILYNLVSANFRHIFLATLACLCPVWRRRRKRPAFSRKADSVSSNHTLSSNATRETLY
T cell HTS – T cell immune modulators affecting CD8 T cell-vesicle binding. AID 2052. 0.068% of 330,000 active. calls only at 7 µM. 2C CD8+ T cell-vesicle binding, flow cytometry; hits give low values;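 active means response, share of CD8 T cells binding vesicles, and their 90th percentile fluorescence all below set limits, cut at about 80% in these data, passing the limit was not always enough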
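Material: 2C TCR transgenic mouse naive CD8+ T cells, MACS-purified. Also added: QL9-charged Drosophila Ld/ICAM-1/B7-1 vesicles. Timing: binding 1.5 h at 37 °C. Measured by: high-throughput flow cytometry with anti-B7-1 and anti-CD8 staining. Read-out: percent CD8+ FL2 mean versus row control. Controls: Unloaded micro-vesicles (low), QL9 vesicles with 0.7% DMSO (high).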
GPR55 antagonists – GPR55 antagonists blocking LPI-driven arrestin recruitment, primary screen, imaging, U2OS, beta-arrestin-GFP, LPI agonist (AID 2013); U2OS GPR55 beta-arrestin-GFP translocation imaging, LPI antagonism; higher % means a stronger effect; one-dose inhibition, % at 10 µM; IC50 in µM for titrated hits; 0.13% of 290,000 active;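 active means spots per cell inhibited over 60%, with over 100 cells counted and total cytoplasm intensity under 500,000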;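 further: U2OS cells stably carrying GPR55 and arrestin-GFP stimulated by 5 µM LPI near EC80; imaged beta-arrestin-GFP aggregate spots per cell after agonist stimulation; plate controls were LPI-stimulated DMSO wells for no effect and DMSO wells without LPI for full effect; some results filed as inactive read as strong as hits; confirmed hits need IC50 under 10 µM and bright autofluorescent wells are also inconclusive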
West Nile virus CPE – West Nile virus antiviral activity, cell-based, CPE readout (AID 1621); one-dose CPE inhibition, % at 10 µM; IC50 in µM for titrated hits; West Nile virus-infected cells, CPE inhibition; higher % means a stronger effect; 0.02% of 290,000 active; in the data active means a potency from the dose series; further: strong numbers were not always called active
GPR35 arrestin U2OS – inhibition of zaprinast-stimulated GPR35 beta-arrestin translocation – imaging, U2OS, beta-arrestin-GFP, zaprinast agonist, primary screen (AID 2058). 0.052% of 290,000 active. U2OS GPR35 beta-arrestin-GFP translocation imaging, zaprinast antagonism; higher % means a stronger effect. inhibition, % at 10 µM; hits with a dose series show IC50 in µM;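 active means inhibition of at least 50% with at least 30 cells and total cytoplasm GFP at most 10,000,000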
KOR beta-arrestin-1 – kappa opioid receptor activators – cell-based, luminescence, uHTS, primary screen (AID 1777). KOR beta-arrestin recruitment, luminescence; higher % means a stronger effect. activation, % at 10 µM, or EC50 in µM where a hit was titrated. 0.02% of 280,000 active; in the data active means activation above about 50%, passing the limit was not always enough; further: a part of the inactive calls stands beside numbers as strong as those of hits
PhoP inhibition – inhibitors of PhoP regulon expression, primary screen, Salmonella Typhimurium, GFP reporter (AID 1863); one-dose inhibition, % at 50 µM; IC50 in µM for titrated hits; 0.16% of 300,000 active; S. Typhimurium PhoP-regulated promoter GFP reporter, 4 h; higher % means a stronger effect;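 active means inhibition over 29.93%, a cutoff 3 SD above the screen mean, later confirmed by dose response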;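 further: 0% = low Mg2+ inducing control and 100% = high Mg2+ repressing control; strong numbers were not always called active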
GPR55 activation – GPR55 agonists via beta-arrestin recruitment, primary screen, imaging, U2OS cells, beta-arrestin-GFP redistribution (AID 1961). 0.048% of 290,000 active. one-dose activation, % at 10 µM; EC50 in µM for titrated hits. U2OS GPR55 beta-arrestin-GFP redistribution imaging; higher % means a stronger effect;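 active means activation above 40% with more than 50 cells counted in the well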;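 further: U2OS osteosarcoma cells stably expressing GPR55 and beta-arrestin-GFP; plate controls were DMSO negative control for no effect and LPI positive control for full effect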
KOR beta-arrestin-2 – kappa opioid receptor blockers – cell-based, luminescence, uHTS (AID 1778). KOR beta-arrestin recruitment, luminescence, antagonist mode; higher % means a stronger effect. inhibition, % at 10 µM, or IC50 in µM where a hit was titrated. 0.091% of 290,000 active; in the data active means inhibition above about 50%; further: strong numbers were not always called active
T cell HTS vesicle-bound % – second read-out of T cell HTS, no call of its own (marks repeat the call); double positive events, %; measured here: CD8+ vesicle-bound cell fraction;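 binding gate set so that unloaded-vesicle control wells show 10% double positive cells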
NTR1 ag cell count 20 µM – recorded beside NTR1 ag, whose call it bears; cell count; measured here: cell count, cytotoxicity flag
An asterisk follows results filed as active; i = inactive; . = not tested or not shown; [ ] = dose if it differs, or a comment.

1) CC(=O)Nc1cccc(NC(=O)C2C3C=CC(C3)C2C(=O)O)c1 (centres undefined)
2) O=C(O)c1ccccc1C(=O)NCC(O)c1ccccc1 (centres undefined)
3) COc1ccc2ccccc2c1-c1sc(Nc2ccccc2)n[n+]1-c1ccc(F)cc1
4) COc1ccc(OC)c(-c2csc(NC(=O)Cc3cccs3)n2)c1
5) COCC1CCCN(C(=O)c2cc(COc3ccc4ncccc4c3)on2)C1 (centres undefined)
6) Cc1ccc(C)c(N(CC(=O)NCc2ccco2)C(=O)CNS(=O)(=O)c2ccccc2)c1
7) CC(C)CCn1nc(C(=O)Nc2nc3c(s2)CCCC3)c2ccccc2c1=O
8) COc1ccccc1NC(=O)c1ccc(NC(=O)COC(=O)C2(C)CC2(Cl)Cl)cc1 (centres undefined)

Compound,1,2,3,4,5,6,7,8
NTR1 ag,1.6,-1.5,11.7,6.0,2.1,-0.4,6.2,2.6
NTR1 ag cell count 20 µM,40,63,104,60,71,64,74,64
T cell HTS,i,i,i,i,i,i,i,i
T cell HTS vesicle-bound %,60.0,23.4,18.0,8.0,34.7,43.9,61.8,3.2
GPR55 antagonists,-1.4%,-5.3%,10.6%,-6.6%,-22.2%,-6.9%,23.2%,7.7%
West Nile virus CPE,1.2%,0.5%,1.5%,-0.6%,-1.3%,-0.5%,-0.5%,-0.2%
GPR35 arrestin U2OS,2.1%,15.3%,-22.9%,-6.9%,-1.2%,-0.5%,5.7%,15.2%
KOR beta-arrestin-1,-0.4%,.,3.5%,-5.7%,6.5%,2.9%,3.4%,5.4%
PhoP inhibition,-3.0%,-10.2%,6.2%,0.1%,-7.3%,-1.0%,-0.5%,2.3%
GPR55 activation,0.8%,0.2%,0.6%,0.2%,0.0%,-0.4%,0.2%,0.4%
KOR beta-arrestin-2,2.3%,13.1%,-55.1%[20 µM],-2.5%,-41.3%,-15.0%,-34.3%,12.0%

9) Clc1ccc(OCc2cc(-c3ccccc3)no2)cc1Cl
10) COc1ccc(S(=O)(=O)N2CCOCC2)cc1NC(=O)CSc1n[nH]c(=O)n1C1CC1
11) CCN(Cc1cnn(C)c1)C(=O)c1ccc(OC2CCN(S(=O)(=O)N(C)C)CC2)cc1
12) CC(OC(=O)Nc1cccc(Cl)c1)C(=O)O (centres undefined)
13) C=CCNC(=O)COc1ccc(N(C)S(=O)(=O)c2ccc(NC(C)=O)cc2)cc1
14) NS(=O)(=O)OCC1CCCCC1
15) CCSc1nnc(NC(=O)c2ccccc2C)s1
16) COc1ccc(NC(=O)Nc2ccon2)cc1OC

Compound,9,10,11,12,13,14,15,16
NTR1 ag,3.0,-2.1,1.6,-1.3,1.5,-2.4,0.6,-0.1
NTR1 ag cell count 20 µM,62,68,40,54,62,97,32,60
T cell HTS,i,i,i,i,i,i,i,i
T cell HTS vesicle-bound %,16.9,44.1,12.6,59.7,31.8,36.5,29.5,16.4
GPR55 antagonists,4.1%,25.5%,-10.1%,5.2%,15.4%,-9.2%,-12.7%,14.2%
West Nile virus CPE,0.0%,0.5%,-0.9%,0.1%,0.1%,-0.2%,-0.3%,0.0%
GPR35 arrestin U2OS,-0.4%,2.9%,8.6%,1.4%,-5.1%,1.4%,-10.5%,-7.5%
KOR beta-arrestin-1,-1.2%,-5.2%,-0.8%,0.0%,-2.6%,-1.9%,-4.3%,-4.4%
PhoP inhibition,12.7%,-5.5%,2.1%,3.6%,-10.4%,-11.7%,-4.0%,-4.3%
GPR55 activation,-0.1%,1.8%,0.1%,0.0%,-0.5%,-0.1%,-0.3%,-0.2%
KOR beta-arrestin-2,-43.4%,0.3%,1.6%,16.6%,22.4%,-33.9%[20 µM],6.2%,2.6%

17) COc1ccc(-c2c(=O)n(OCc3ccccn3)c3ccccc3[n+]2[O-])cc1OC
18) COc1cc(/C=C2/C(=O)N(c3cccc(Br)c3)N=C2C)cc(OC)c1O
19) CC(=O)c1c[nH]c2ccc(C)cc2c1=O
20) COc1ccccc1CCNCc1ccc(OC)c(OCc2ccccc2)c1
21) CNC(=O)c1cc(S(=O)(=O)NCc2ccncc2)ccc1OC
22) CC1(C)OC(=O)C(=NNc2ccc(Br)cc2)C(=O)O1
23) COC(=O)c1ccc(C(=O)OC)c(NC(=O)CN(c2ccccc2)S(=O)(=O)N(C)C)c1
24) Cc1nc2sc(C)c(C)c2c(=O)[nH]1

Compound,17,18,19,20,21,22,23,24
NTR1 ag,4.8,1.9,-0.2,5.4,-1.6,0.8,2.0,-1.4
NTR1 ag cell count 20 µM,54,93,73,78,48,42,50,99
T cell HTS,i,i,i,i,i,i,i,i
T cell HTS vesicle-bound %,59.1,22.4,7.3,8.9,9.1,38.2,20.0,3.4
GPR55 antagonists,11.6%,10.9%,4.3%,11.1%,3.6%,-5.2%,15.0%,2.0%
West Nile virus CPE,-0.1%,-0.4%,0.2%,-1.8%,-0.9%,-0.3%,-0.7%,0.3%
GPR35 arrestin U2OS,-16.6%,-6.5%,-2.1%,-9.7%,6.4%,5.7%,1.4%,-6.2%
KOR beta-arrestin-1,1.7%,-0.4%,0.9%,0.8%,7.3%,1.1%,-2.3%,1.0%
PhoP inhibition,-1.5%,5.7%,7.9%,-12.7%,-1.1%,-0.1%,0.3%,10.1%
GPR55 activation,-0.3%,0.4%,-0.1%,0.1%,0.3%,-0.1%,0.2%,-0.3%
KOR beta-arrestin-2,-24.6%,20.5%,4.4%,-25.7%,3.5%,7.4%,6.9%[20 µM],-29.3%

Compound profiles (already shown):
Record of COc1ccc(S(=O)(=O)N2CCOCC2)cc1NC(=O)CSc1n[nH]c(=O)n1C1CC1 : NTR1 ag = -2.1; NTR1 ag cell count 20 µM = 68; T cell HTS = i; T cell HTS vesicle-bound % = 44.1; GPR55 antagonists = 25.5%; West Nile virus CPE = 0.5%; GPR35 arrestin U2OS = 2.9%; KOR beta-arrestin-1 = -5.2%; PhoP inhibition = -5.5%; GPR55 activation = 1.8%; KOR beta-arrestin-2 = 0.3%
Record of CNC(=O)c1cc(S(=O)(=O)NCc2ccncc2)ccc1OC : NTR1 ag = -1.6; NTR1 ag cell count 20 µM = 48; T cell HTS = i; T cell HTS vesicle-bound % = 9.1; GPR55 antagonists = 3.6%; West Nile virus CPE = -0.9%; GPR35 arrestin U2OS = 6.4%; KOR beta-arrestin-1 = 7.3%; PhoP inhibition = -1.1%; GPR55 activation = 0.3%; KOR beta-arrestin-2 = 3.5%

(more compounds)
25) CN(C)C(=O)COc1ccc(Oc2ccccc2)cc1
26) COc1ccc(C(=O)C(CN2CCCC2)c2ccccc2)cc1 (centres undefined)
27) Cc1nc(/N=C(\N)NC(=O)c2ccccc2)nc2ccccc12
28) O=C(Nc1ccc2snnc2c1)Nc1cccc2ccccc12
29) Cn1c(=O)c2c(nc(NCc3ccccc3)n2Cc2ccc(F)cc2)n(C)c1=O
30) O=C(OCC(=O)N1CCOCC1)c1ccc(N2CCOCC2)c([N+](=O)[O-])c1
31) CCOC(=O)c1[nH]c2ccc(OC)cc2c1NS(=O)(=O)c1ccc(Cl)s1
32) Cc1ccc(S(=O)(=O)N(C)C)cc1NC(=O)COC(=O)Cc1ccc(Br)cc1

Compound,25,26,27,28,29,30,31,32
NTR1 ag,-1.2,2.8,4.9,9.0,.,1.6,-0.8,3.1
NTR1 ag cell count 20 µM,32,60,48,67,.,51,60,37
T cell HTS,i,i,i,i,.,i,i,i
T cell HTS vesicle-bound %,41.4,31.9,10.1,56.9,.,49.9,33.0,35.4
GPR55 antagonists,-6.0%,1.6%,12.0%,-6.9%,-9.7%,9.8%,2.0%,1.2%
West Nile virus CPE,0.1%,-0.9%,-0.4%,-0.9%,-0.6%,-0.1%,0.5%,0.0%
GPR35 arrestin U2OS,14.1%,-11.5%,-6.9%,-7.0%,-0.4%,-7.8%,-6.4%,-11.4%
KOR beta-arrestin-1,-4.6%,5.5%,-1.9%,-0.9%,4.1%,-0.4%,-0.5%,2.8%
PhoP inhibition,2.9%,24.6%,-7.6%,34.5%,2.0%,3.3%,-8.2%,-0.8%
GPR55 activation,0.2%,1.1%,0.3%,0.5%,0.0%,0.5%,0.2%,0.0%
KOR beta-arrestin-2,13.9%,-11.2%,-34.5%,7.1%,10.1%,-5.2%,26.1%,6.0%

33) Cn1c(=O)[nH]c2c(nc(-c3ccc(Cl)cc3)n2C)c1=O
34) CCN1C(=O)C(CC(=O)Nc2ccc(C)cc2C)Nc2cc(S(=O)(=O)N(C)C)ccc21 (centres undefined)
35) O=C(/C=C/c1ccccc1)NCCOc1ccccc1
36) CC1CCCN(c2ccc(C(=O)NCCc3ccccc3)cn2)C1 (centres undefined)
37) OC(CNCCc1ccc(Cl)cc1)COc1ccc2ccccc2c1 (centres undefined)
38) COC(=O)Cn1c(=NC(=O)CCS(=O)(=O)c2ccccc2)sc2c(OC)ccc(OC)c21
39) CN1CCN(c2cc(-c3ccccc3)nc3cc(-c4ccc(F)cc4)nn23)CC1

Compound,33,34,35,36,37,38,39
NTR1 ag,-2.1,0.0,-1.1,0.0,.,10.6,14.2
NTR1 ag cell count 20 µM,94,50,42,51,.,70,52
T cell HTS,i,i,i,i,.,i,i
T cell HTS vesicle-bound %,11.0,31.2,44.6,18.6,.,77.2,17.6
GPR55 antagonists,3.2%,10.7%,2.1%,6.3%,34.0%,4.4%,15.7%
West Nile virus CPE,-0.6%,-0.3%,-0.5%,-0.7%,-1.0%,0.0%,-0.8%
GPR35 arrestin U2OS,8.1%,-9.0%,3.6%,-8.7%,12.7%,5.0%,-14.8%
KOR beta-arrestin-1,-0.8%,-7.6%,3.9%,9.8%,-6.9%,5.1%,-1.4%
PhoP inhibition,-1.9%,2.1%,-4.7%,-3.6%,7.1%,1.0%,2.8%
GPR55 activation,-0.1%,-0.5%,0.0%,-0.2%,-0.4%,-0.1%,-0.1%
KOR beta-arrestin-2,1.9%,-16.7%,21.5%,3.4%,-31.2%,-7.6%,-19.5%
